# Vif-APOBEC3G blk: blocks the Vif interaction with human APOBEC3G; HeLa A3G-eYFP + Vif (tagged APOBEC3G with the HIV-1 protein that degrades it), YFP fluorescence, overnight; Q9HC16; Potency, µM (top dose mostly 46.1 µM), inactives show top-dose activity, negative = active, actives largely listed as inhibitors; AID 602310; 410,000 compounds, 0.076% hits;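 further: potency means the concentration at half of the fitted maximal effect; on the % scale 0 is the no-effect control and ±100 the full control effect; nearly all actives have a fitted effect of over 60% in size; hits raise eYFP signal because A3G escapes Vif-driven loss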
# Target sequence (Q9HC16 whole entry, looked up): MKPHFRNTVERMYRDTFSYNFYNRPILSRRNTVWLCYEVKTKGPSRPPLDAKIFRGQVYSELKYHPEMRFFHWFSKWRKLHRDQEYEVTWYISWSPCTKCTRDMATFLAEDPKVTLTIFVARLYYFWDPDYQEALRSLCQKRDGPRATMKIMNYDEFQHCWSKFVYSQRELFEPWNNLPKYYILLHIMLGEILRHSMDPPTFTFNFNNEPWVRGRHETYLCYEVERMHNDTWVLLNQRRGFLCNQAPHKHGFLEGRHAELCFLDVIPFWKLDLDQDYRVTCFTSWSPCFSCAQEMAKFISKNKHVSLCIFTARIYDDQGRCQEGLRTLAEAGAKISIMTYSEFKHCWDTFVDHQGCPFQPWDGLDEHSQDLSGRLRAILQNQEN
#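 Read-out is eYFP fluorescence (Ex 488/Em 500-530) from Vif-expressing HeLa A3G-eYFP cells; more signal means A3G escaped Vif-mediated degradation. Cells plated overnight, compound pinned in, incubated overnight at 37 deg C.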
# D2 agonist: activates the human D2 dopamine receptor; HEK293 T-REx D2 cells, calcium flux agonist mode; activation, % at 2 µM; 340,000 compounds, 0.53% hits;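 active means activation over 3 SD above normal in the single-dose calcium agonist read, cut at about 30% in these data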; further: 0% is about no effect
#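 In this primary screen, compounds producing a positive calcium signal within 180 s of addition to tetracycline-induced, force-coupled HEK293 Trex D2 cells are flagged; cells are dye-loaded with a no-wash calcium kit beforehand.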
# GRP78 ERSR act: induces the endoplasmic reticulum stress response in human glioma cells; AID 602332; U87-MG GRP78 promoter luciferase reporter, 16 h; 420,000 compounds, 0.02% hits; Potency, µM, inactives show at the highest dose activation, usual class: activators; further: potency means the concentration at half of the fitted maximal effect; series mostly up to about 76 µM; % of control where 0% means no effect; nearly all actives have a fitted effect of over 35% in size
#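 Stably transfected U87-MG glioma cells carrying a GRP78-based luciferase sensor; 16 h compound incubation. Luminescence end-point read 10 min after Bright-Glo addition at room temperature.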
# 12-LOX inh: ALOX12 (human) lipoxygenase inhibition | purified 12hLO, xylenol orange hydroperoxide absorbance | 580,000 compounds, 1.1% hits | Potency, µM (doses to about 108 µM), for the others: at the highest dose activity change, negative = inhibition, usual class: inhibitors | AID 1671190 | P18054; further: potency means the concentration at half of the fitted maximal effect; on the % scale 0 is the no-effect control and ±100 the full control effect
#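 Hydroperoxide product was detected by ferrous iron/xylenol orange as the 573 to 405 nm absorbance ratio. Arachidonic acid at 40 uM (final) was turned over for 30 min at room temperature by 150 nM human 12hLO, pH 7.0 Hepes buffer, after 15 min compound preincubation.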
# Vif-A3F inh: blocks the Vif interaction with APOBEC3F; HeLa A3F-eYFP + Vif (tagged APOBEC3F with the HIV-1 protein that degrades it), YFP fluorescence increase; Potency, µM (series often up to 46.1 µM), inactives show at the top dose activity, negative = active; 390,000 compounds, 0.2% hits; further: potency means the concentration at half of the fitted maximal effect; % of control where 0% means no effect; nearly all actives have a fitted effect of over 65% in size
#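 HeLa cells stably expressing A3F-eYFP plus Vif, plated and incubated overnight at 37 deg C, then exposed to compounds overnight at 37 deg C. Blocked degradation read as raised yellow fluorescence (Ex 488/Em 500-530).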
# RGS4 inh: blocks human RGS4-accelerated GTP hydrolysis; Transcreener GDP fluorescence polarization, RGS4-accelerated GTP hydrolysis; Potency, µM (highest dose often 114 µM), for inactives: top-dose activity change, negative = inhibition, actives largely listed as inhibitors; 390,000 compounds, 0.039% hits; AID 504845; further: potency means the concentration at half of the fitted maximal effect; on the % scale 0 is the no-effect control and ±100 the full control effect; nearly all actives have a fitted effect of over 75% in size; some results filed as inactive show a strong effect at the top dose
# Target sequence (P49798 whole entry, looked up): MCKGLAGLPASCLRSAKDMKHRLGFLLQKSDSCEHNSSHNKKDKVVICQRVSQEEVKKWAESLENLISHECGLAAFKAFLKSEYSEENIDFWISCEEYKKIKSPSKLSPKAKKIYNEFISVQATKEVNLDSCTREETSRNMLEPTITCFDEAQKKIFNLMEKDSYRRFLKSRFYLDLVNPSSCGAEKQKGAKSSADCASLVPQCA
#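 MLSMR compounds (23 nl, pin-transferred) preincubated 10 min at room temperature with a 500nM (2x) first reagent, then RGS4 at 900nM (2x) plus Transcreener GDP mix added; fluorescence polarization (620/688 nm) read before and after 90 min at 30 °C.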
# LDHA block: LDHA (human) enzyme inhibition | purified LDHA, NADH/diaphorase-resazurin fluorescence; hits give low values | P00338 | 480,000 compounds, 0.15% hits | activity change, % (values are at about 110 or 230 µM) | AID 1347041; in the data active means activity change below about -30%; inconclusive means mostly about -25% to -30%;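 further: plate controls were DMSO wells for no effect and wells without enzyme for full effect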
#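 Resorufin fluorescence (ex540/em590), read at 0 and 20 min after diaphorase/resazurin addition, reports the NADH left after a 5 min room-temperature reaction of 2 nM human LDH5 with 0.06 mM NADH and 0.2 mM pyruvate.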
# ERG Ets-DNA blk: inhibitors of human ERG Ets domain-DNA interaction; P11308; fluorescence polarization, His-ERG Ets domain / labelled DNA; Potency, µM (titrated, usually from 76.9 µM), for the others: at the top dose FP activity, negative = inhibition, most hits filed as inhibitors; 370,000 compounds, 0.028% hits; active means well fitted inhibition curve with a large enough effect in the polarisation, with a control signal flat; inconclusive means small, poorly fitted or top-dose-only effect, or effect the other way, or a change in a side signal; inactive means no such curve, though single readings can be large or run the other way; the % refers to the polarisation;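 further: polarization taken with two DNA probes labelled with fluorescein and Texas red; potency means the concentration at half of the fitted maximal effect; % of control where 0% means no effect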
# Target sequence (P11308 whole entry, looked up, the tested form may be a part): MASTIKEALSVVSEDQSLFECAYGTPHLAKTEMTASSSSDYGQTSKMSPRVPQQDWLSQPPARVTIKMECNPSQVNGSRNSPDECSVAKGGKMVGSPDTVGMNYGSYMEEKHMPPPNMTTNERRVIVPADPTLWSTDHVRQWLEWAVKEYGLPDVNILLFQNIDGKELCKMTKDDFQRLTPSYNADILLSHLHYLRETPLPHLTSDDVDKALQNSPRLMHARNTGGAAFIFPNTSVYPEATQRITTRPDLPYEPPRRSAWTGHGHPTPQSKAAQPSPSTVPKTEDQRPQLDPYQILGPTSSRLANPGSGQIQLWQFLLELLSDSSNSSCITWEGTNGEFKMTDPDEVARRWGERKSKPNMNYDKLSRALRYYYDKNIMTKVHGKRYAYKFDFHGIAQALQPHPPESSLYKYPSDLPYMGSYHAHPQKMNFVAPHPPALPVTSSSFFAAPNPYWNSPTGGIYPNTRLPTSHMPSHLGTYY
#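 His-tagged ERG Ets domain (1 uM in the protein solution; 300mM KCl, 50mM Tris-HCl, 1mM EDTA, 1mM DTT, pH 7.5) received compound, then a probe mix of 5 nM fluorescein-DNA and 100nM Texas-615-DNA. Fluorescence polarization was read for both dyes.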
# D2 antag: D2 dopamine receptor (human) antagonism | 340,000 compounds, 2% hits | inhibition, % at 10 µM | P14416 | HEK293 TREx D2 cells, calcium flux, dopamine EC80; in the data active means inhibition above about 30%; further: 0% is about no effect
#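 Tetracycline-induced HEK293 T-REx cells expressing D2 force-coupled to calcium signalling were dye-loaded, exposed to compound for 180 s, then challenged with an EC80 of dopamine; calcium flux was followed kinetically for a further 180 s.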
# Numbers without * were called inactive; i = inactive; ? = inconclusive; . = not tested or not shown; & = joins results of further samples; ! = not confirmed by another sample; [ ] = dose if it differs, or a comment. Unless noted, the call rests on the fitted dose curve; in most records, active means well fitted curve in the direction sought with a large enough effect; inconclusive means small, poorly fitted or top-dose-only effect, or another doubt; inactive means no such curve, though single readings can be large; an effect the other way counts as inactive or inconclusive. An excerpt; the hit share may differ from the screen's.
1: FC(F)(F)c1nc(NCC2CCCO2)c2nnn(Cc3ccccc3Cl)c2n1 (stereo not drawn)
2: CC(=O)c1cccc(Nc2nc(-c3cccc([N+](=O)[O-])c3)cs2)c1
3: Cc1ccc(S(=O)(=O)N/N=C/c2ccc(OCC(=O)NC(C)C)cc2)cc1
4: CC(C)c1ccc2c(c1)c(SC(C)(C)C)c(CC(C)(C)C(=O)O)n2Cc1ccc(Cl)cc1
5: O=C1c2ccccc2C(=O)N1CC(O)CN1CCOCC1 (stereo not drawn)
6: NNC(=O)c1ccccc1-n1cccc1
7: O=C(NCCc1ccccc1)c1noc2c1CCCCC2
8: N#Cc1ccc(OCC(O)CS(=O)(=O)c2ccc(F)cc2)cc1 (stereo not drawn)

Assay by compound	1	2	3	4	5	6	7	8
Vif-APOBEC3G blk	1%	-22%	-3%	-8%	1%	-9%	-7%	2%
D2 agonist	-3.5	0.7	.	21&2.9	-0.2	1.1	0.6	-0.1
GRP78 ERSR act	-3%	1%	-3%	?	-2%	2%	1%	-1%
12-LOX inh	-3%	-1%	0%	-25%	-11%	6%	8%	-13%
Vif-A3F inh	5%	-24%	-1%	2%	-11%	14%	6%	19%
RGS4 inh	19%	-9%	14%	?	4%	35%	6%	9%
LDHA block	-6	-3	-2	-3	-4	-6	-3	-5
ERG Ets-DNA blk	11%	-21%	5%	11%	8%	-8%	-15%	2%
D2 antag	5	-14	.	47*!	-2	5	0	-13

# Some of these compounds in order of the LDHA block value, descending:
no. | molecule | Vif-APOBEC3G blk | GRP78 ERSR act | 12-LOX inh | Vif-A3F inh | RGS4 inh | LDHA block | ERG Ets-DNA blk | D2 antag
3 | Cc1ccc(S(=O)(=O)N/N=C/c2ccc(OCC(=O)NC(C)C)cc2)cc1 | -3% | -3% | 0% | -1% | 14% | -2 | 5% | .
8 | N#Cc1ccc(OCC(O)CS(=O)(=O)c2ccc(F)cc2)cc1 (stereo not drawn) | 2% | -1% | -13% | 19% | 9% | -5 | 2% | -13
1 | FC(F)(F)c1nc(NCC2CCCO2)c2nnn(Cc3ccccc3Cl)c2n1 (stereo not drawn) | 1% | -3% | -3% | 5% | 19% | -6 | 11% | 5

# (cont.)
9: COc1ccc(OC)c(NC(=O)c2cc3ccccc3o2)c1
10: COc1ccc(OC)c(S(=O)(=O)N2CCN(CC(O)COc3ccc(C#N)cc3)CC2)c1 (stereo not drawn)
11: Cc1ccc2ncc3c(-c4ccc(F)cc4)nn(-c4cccc(F)c4)c3c2c1
12: CS(=O)(=O)c1ccccc1-c1nnc(NC(=O)c2ccco2)o1
13: O=C(Nc1ccc2c(c1)OCO2)c1cnn2c1NC(c1ccco1)CC2C(F)(F)F (stereo not drawn)
14: O=C(NCCc1ccco1)C(=O)NCC1OCCCN1S(=O)(=O)c1ccccc1 (stereo not drawn)
15: Cn1c(=O)c2sccc2n(Cc2cccc(Br)c2)c1=O
16: Cc1nn(-c2ccccc2)c(OC(=O)c2cccs2)c1S(=O)(=O)c1ccccc1

Assay by compound	9	10	11	12	13	14	15	16
Vif-APOBEC3G blk	-1%	2%	3%	6%	-1%	1%	0%	1%
D2 agonist	-0.1	-0.4	1.3	.	-0.5	0.4	0.8	-0.6
GRP78 ERSR act	-4%	-5%	-3%	-5%	-5%	-4%	0%	-5%
12-LOX inh	0%[57.4 µM]	3%	-16%	3%	0%	i	4%	0%
Vif-A3F inh	5%	13%	-3%	7%	-6%	-17%	1%	1%
RGS4 inh	34%	-18%	18%	-5%	29%	-17%	7%	1%
LDHA block	-5	0	-7	-3	0	2	1	-7
ERG Ets-DNA blk	0%	2%	2%	5%	-7%	-10%	0%	-6%
D2 antag	-5	-16	.	.	-10	9	4	12

17: Cc1ccc(CCNC(=O)C2CCN(S(=O)(=O)c3c(C)nn(C)c3C)CC2)cc1
18: Fc1cccc2sc(Nc3nc4ccccc4s3)nc12
19: O=C(O)c1ccccc1SCC(=O)N1c2ccccc2Sc2ccccc21
20: CCCCc1ncc(CN2CCN(Cc3ccc(C)cc3)C(CCO)C2)[nH]1 (stereo not drawn)
21: O=C(CSc1cccc[n+]1[O-])NCCCc1ccccc1
22: Cc1ccccc1CN1CCc2nc(N3CCN(c4ccccn4)CC3)ncc2C1
23: CCCSc1ncc(Cl)c(C(=O)Nc2nc3ccc(C)cc3s2)n1
24: COc1ccccc1CNC(=S)NCc1ccc(Cl)cc1

Assay by compound	17	18	19	20	21	22	23	24
Vif-APOBEC3G blk	?	-7%	-4%	2%	3%	5%	.	0%
D2 agonist	-0.2	-0.5	-1.2	-0.2	1.7	.	-1.1	0.3
GRP78 ERSR act	-4%	4%	6%	-4%	0%	-3%	.	-4%
12-LOX inh	3%	-15%	-25%	3%	-14%	-26%	-20%	?
Vif-A3F inh	1%	-3%	5%	-5%	0%	-2%	.	1%
RGS4 inh	16%	-9%	-2%	25%	-4%	3%	-19%	-13%
LDHA block	-3	-5	-5	-4	-3	5	1	1
ERG Ets-DNA blk	77%[activator]	-6%	14%	1%	0%	-1%	-6%	12%
D2 antag	-30	-3	-6	-13	20	.	.	15

25: COc1ccc(OC)c(C(c2nnnn2Cc2ccco2)N2CCN(C)CC2)c1 (stereo not drawn)
26: O=C(N/N=C/c1cn(-c2ccccc2)nc1-c1cc2ccccc2o1)c1cccnc1
27: COc1ccccc1CCNC(=O)CCNS(=O)(=O)c1ccc(NC(C)=O)cc1
28: CCOC(=O)c1cc(-c2sc(NC(=O)c3ccccc3)nc2C)n(CCO)n1
29: Cc1ccc(S(=O)(=O)N2CC(O)CC2C(=O)OCC(=O)Nc2ccc([N+](=O)[O-])cc2C(F)(F)F)cc1C (stereo not drawn)
30: COc1cccc(CNc2ccc3c(c2)ncn3C)c1OC
31: COc1ccc(C(=O)NC(=S)Nc2ccc(NC(=O)c3ccco3)cc2)cc1[N+](=O)[O-]
32: COc1ccc(N(C(=O)Cc2cccs2)C2C=CS(=O)(=O)C2)cc1 (stereo not drawn)

Assay by compound	25	26	27	28	29	30	31	32
Vif-APOBEC3G blk	0%	-3%	-2%	0%	-1%	-1%&0%	4%	-3%
D2 agonist	0.5	1.0	-0.5	.	.	0.2&-1.0	0.7	0.3
GRP78 ERSR act	-4%	12%	-2%	-5%	-2%	0%&3%	-1%	-5%
12-LOX inh	-17%	0%	24%	-11%	187%[activator]	19%&-13%	?	?
Vif-A3F inh	-4%	3%	5%	5%	1%	-4%&0%	-5%	-17%
RGS4 inh	9%	-32%	5%	.	-23%	-40%&-9%	-44%	-10%
LDHA block	-8	-6	-10	-5	1	8&17	-8	0
ERG Ets-DNA blk	-1%	7%	-5%	.	10%	3%&-1%	-9%	-7%
D2 antag	4	-6	3	.	.	-2	15	-7

33: CC1CCCCC12NC(=O)N(CC(=O)Nc1ccc(N3CCOCC3)cc1)C2=O (stereo not drawn)
34: CN(C)S(=O)(=O)c1ccc2c(c1)nc1n2CCC1
35: CCCC(=O)NC(c1ccc(OC)cc1)c1c(O)ccc2ccccc12 (stereo not drawn)
36: O=C(O)Cn1cnc2c(=S)nc[nH]c21
37: O=C(Nc1cc(Sc2ccccn2)cc([N+](=O)[O-])c1)c1ccc([N+](=O)[O-])cc1
38: O=C(C1=NN(c2ccccc2)C2C(=O)N(c3ccc(Cl)cc3)C(=O)C12)c1ccccc1 (stereo not drawn)
39: O=C1CCCc2cc(S(=O)(=O)NCC3CCC(C(=O)Nc4ccccc4F)CC3)ccc2N1 (stereo not drawn)
40: O=[N+]([O-])c1ccc(/C=N/N2CCN(c3ccncc3S(=O)(=O)N3CCCCC3)CC2)cc1
41: COc1ccccc1NC(=O)NC1(C(=O)N2CCC(C)CC2)CCCCC1

Assay by compound	33	34	35	36	37	38	39	40	41
Vif-APOBEC3G blk	-6%	-1%	?	1%	-11%	-9%	5%	0%	-5%
D2 agonist	0.8	.	0.1	-1.0	1.7	0.3	0.3	0.5	-0.6
GRP78 ERSR act	0%	-8%	-4%	-5%	-17%	1%	-3%	-5%	-5%
12-LOX inh	13%	3%	-16%	?	0%	-26%	-14%	0%	18%
Vif-A3F inh	-5%	-2%	12%	1%	-9%	?	2%	-8%	-5%
RGS4 inh	-8%	4%	-8%[56.9 µM]	-32%	-112%[11.4 µM]	5%	-1%	1%	-3%
LDHA block	2	-11	9	3	1	-3	-9	-4	-6
ERG Ets-DNA blk	-5%	-3%	0%	27%	2%	-8%	1%	-7%	-4%
D2 antag	15	.	-10	-3	-11	-2	.	4	2

# Filtered by structure, the compounds so far with a thiophene ring, fused or not (three)
15: Cn1c(=O)c2sccc2n(Cc2cccc(Br)c2)c1=O
16: Cc1nn(-c2ccccc2)c(OC(=O)c2cccs2)c1S(=O)(=O)c1ccccc1
32: COc1ccc(N(C(=O)Cc2cccs2)C2C=CS(=O)(=O)C2)cc1 (stereo not drawn)

Assay by compound	15	16	32
Vif-APOBEC3G blk	0%	1%	-3%
D2 agonist	0.8	-0.6	0.3
GRP78 ERSR act	0%	-5%	-5%
12-LOX inh	4%	0%	?
Vif-A3F inh	1%	1%	-17%
RGS4 inh	7%	1%	-10%
LDHA block	1	-7	0
ERG Ets-DNA blk	0%	-6%	-7%
D2 antag	4	12	-7

# Source: PubChem BioAssay (National Center for Advancing Translational Sciences (NCATS))
